procasp7 counter: procaspase-7 activators, primary screen, counter-screen for procaspase-3 activator project, biochemical, absorbance, HTS, human | Caspase-7 (Homo sapiens), P55210 | recombinant procaspase-7, Ac-DEVD-pNA absorbance 405 nm; D23A/D198A/D206A triple mutant, cannot self-cleave; scale: DMSO 0, 5 µM enzyme 100 | activation, % at 8.5 µM | 330,000 tested, 0.093% active | AID 463210, 2010;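 active = percent activation above the screen-wide mean plus 3 SD, cut at about 25% in these data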
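Assay system – Uncleavable procaspase-7 mutant enzyme · Quantity – 2 µM procaspase-7 mutant as dispensed · Times – 1 h preincubation, 2 h reaction · Dosing – single nominal 8.5 µM compound dose, 0.8% DMSO final · Buffer or medium – Zinc-free 50 mM HEPES buffer, pH 7.4, with NaCl and Triton X-100 · Detection – Epi-absorbance of released pNA at 405 nm, two timepoints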
PP5 inh: PP5 phosphatase inhibitors, primary screen, biochemical, fluorescence; Serine/threonine-protein phosphatase 5 (Homo sapiens), P53041; purified PP5c, OMFP substrate fluorescence; inhibition, % at 6.7 µM; 320,000 tested, 0.18% active;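 active = inhibition above the campaign's mean inhibition across all tested compounds plus 3 SD, cut at about 9.5% in these data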;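 note: 0% = DMSO only and 100% = 100 µM cantharidin control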
CTSL1 counter: Fasciola hepatica cathepsin L1 inhibitors, primary screen, counter-screen for PFM18AAP inhibitor project, biochemical, QFRET, fluorogenic peptide substrate; recombinant F. hepatica cathepsin L1, Z-Leu-Arg-MCA fluorescence; inhibition, % at 5.96 µM; 300,000 tested, 0.49% active;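 active = inhibition above the mean of all tested compounds plus 3 SD, set per screening campaign, cut at about 17% in these data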;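 note: 0% = plate median of test compound wells and 100% = 1 µM Z-Phe-Ala-diazomethylketone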
HCV core dimer: inhibitors of HCV core protein dimerization, primary screen, biochemical, TR-FRET, high-throughput; TR-FRET GST/Flag-core106 dimerization, 1536-well; inhibition, % at 5 µM; 300,000 tested, 0.33% active;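 active = inhibition above the mean of all tested compounds plus 3 SD, set per screening campaign, cut at about 45% in these data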
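assay system = GST-tagged and Flag-tagged HCV core protein residues 1-106 | controls = unlabelled core106 and no-GST-core106 wells | incubation = compound-protein-antibody incubation 4 h at 22.5 °C | probe or stimulus = Eu donor and XL665 acceptor anti-tag antibodies | read-out = % inhibition based on acceptor/donor emission ratio | signal = TR-FRET 671 and 617 nm emission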
procasp3 activ: activators of human procaspase-3 D3A mutant, primary screen, biochemical, absorbance, PC-3 D3A mutant, single concentration; recombinant procaspase-3 D3A, Ac-DEVD-pNA absorbance 405 nm; activation, % at 8.5 µM; Caspase-3 (Homo sapiens), P42574; 330,000 tested, 0.11% active;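 active = activation above the mean of all tested compounds plus 3 SD, cut at about 21% in these data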;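 note: 0% = DMSO alone and 100% = DMSO wells spiked with extra 5 µM PC-3 D3A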
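material = Procaspase-3 D3A mutant | probe or stimulus = Ac-DEVD-pNA | compound = single dose, 8.5 µM nominal compound, 0.8% DMSO | timing = 1 h preincubation, 2 h reaction | measured by = 405 nm absorbance of p-nitroaniline, reads at 0 and 120 min | benchmarks = DMSO-only low control, 5 µM PC-3 D3A high control | repeats = singlicate, each compound tested once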
GASC-1 inh: inhibitors of GASC-1 histone demethylase, primary screen, biochemical, fluorescence, DELFIA europium | GST-JMJD2C(1-420) H3K9me3 demethylation | 330,000 tested, 0.069% active | inhibition, % at 2.35 µM | Lysine-specific demethylase 4C (Homo sapiens), Q9H3R0;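 active = more than half of a compound's replicate wells show inhibition beyond 50%, single wells judged on their own value; inconclusive = some, but no more than half, of replicates pass 50% inhibition; inactive = no replicate passes 50% inhibition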;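 note: signal counts dimethyl H3K9 product captured on neutravidin plate; 0% = median of DMSO wells and 100% = 0.3 times that DMSO median; strong numbers were not always called active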
PP1 inh: PP1-alpha phosphatase inhibitors, primary screen, counter-screen for PP5 inhibitor project, biochemical, fluorescence, OMFP substrate, single point | purified PP1alpha | inhibition, % at 6.7 µM | 320,000 tested, 0.9% active;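 active = inhibition above the mean inhibition of all tested compounds plus 3 SD, computed separately for each screening campaign, cut at about 15% in these data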
Target sequence (P62136 whole entry, looked up): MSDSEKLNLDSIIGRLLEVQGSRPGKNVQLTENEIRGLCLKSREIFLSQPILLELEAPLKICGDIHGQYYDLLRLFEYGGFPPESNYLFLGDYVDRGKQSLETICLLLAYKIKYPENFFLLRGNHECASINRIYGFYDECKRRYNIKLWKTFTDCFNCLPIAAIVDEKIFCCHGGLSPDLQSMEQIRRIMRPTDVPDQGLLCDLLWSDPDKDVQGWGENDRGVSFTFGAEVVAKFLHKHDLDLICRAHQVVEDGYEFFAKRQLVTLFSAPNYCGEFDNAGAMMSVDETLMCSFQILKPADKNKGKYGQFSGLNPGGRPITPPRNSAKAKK
GRK2 inh: compounds blocking aptamer binding on GRK2 – biochemical, human GRK2, bead flow cytometry, HTS, primary screen; Beta-adrenergic receptor kinase 1 (Homo sapiens), P25098; FAM-aptamer displacement from GRK2; inhibition of aptamer binding, % at 10 µM; 330,000 tested, 0.59% active;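 active = inhibition of aptamer binding above 40%, roughly 3 SD of noise, on plates passing a quality check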;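 note: median bead fluorescence of bound FAM aptamer so fluorescent compounds give negative values; no value below 0 was filed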
Target sequence (P25098 whole entry, looked up): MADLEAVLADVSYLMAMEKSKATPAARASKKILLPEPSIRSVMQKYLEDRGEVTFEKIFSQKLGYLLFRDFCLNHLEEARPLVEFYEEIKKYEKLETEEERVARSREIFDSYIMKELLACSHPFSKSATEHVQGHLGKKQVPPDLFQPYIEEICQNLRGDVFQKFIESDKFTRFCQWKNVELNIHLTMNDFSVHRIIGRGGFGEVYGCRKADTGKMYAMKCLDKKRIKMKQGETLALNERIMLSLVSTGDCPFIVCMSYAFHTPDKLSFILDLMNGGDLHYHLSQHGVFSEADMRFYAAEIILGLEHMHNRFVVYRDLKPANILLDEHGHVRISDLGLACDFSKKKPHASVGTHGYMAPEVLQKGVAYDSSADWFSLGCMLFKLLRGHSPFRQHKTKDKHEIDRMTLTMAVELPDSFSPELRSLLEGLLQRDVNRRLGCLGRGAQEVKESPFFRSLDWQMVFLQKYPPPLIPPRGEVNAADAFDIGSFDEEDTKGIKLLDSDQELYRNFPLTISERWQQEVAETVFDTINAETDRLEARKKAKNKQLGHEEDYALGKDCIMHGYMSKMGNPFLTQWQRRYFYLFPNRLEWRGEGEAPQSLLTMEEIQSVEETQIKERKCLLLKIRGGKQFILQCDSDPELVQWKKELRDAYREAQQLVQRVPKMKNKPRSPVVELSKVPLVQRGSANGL
VLA-4 inh: inhibition in human VLA-4 binding assay, primary screen, VLA-4 allosteric modulator project, MLPCN library, flow cytometry, VLA-4 expressing cells; Integrin alpha-4 (Homo sapiens), P13612; ligand binding flow cytometry; inhibition, % (about 7 µM as worked out from the volumes in the protocol); 330,000 tested, 0.2% active; AID 2557, 2010; in the data active = inhibition above about 50%
The depositor's hits bear a star; & = joins results of further samples.

CSc1cccc(CN2CCCC(CO)(Cc3cccc(Cl)c3)C2)c1 (stereo not drawn) was read as procasp7 counter 4, PP5 inh -0.1, CTSL1 counter 2, HCV core dimer -7, procasp3 activ 3, GASC-1 inh -2, PP1 inh -1, GRK2 inh 0 and VLA-4 inh -17.
Cc1ccc(C)c(S(=O)(=O)N2CCN(c3ncnc4sccc34)CC2)c1 was read as procasp7 counter 5, procasp3 activ 4, GASC-1 inh -7, GRK2 inh 2 and VLA-4 inh -16.
CNc1ccc(Br)cc(C(=O)/C=C/c2cc(OC)ccc2OC)c1=O was read as procasp7 counter -13, PP5 inh 2.9, CTSL1 counter -2, HCV core dimer 24, procasp3 activ -12, GASC-1 inh 4, PP1 inh 6, GRK2 inh 1 and VLA-4 inh -21.
`CC12CC(NC(=O)N1CCc1ccccc1)c1ccccc1O2` (stereo not drawn) gave procasp7 counter -4, PP5 inh 3.6, CTSL1 counter 1, HCV core dimer 0, procasp3 activ -4, GASC-1 inh 9, PP1 inh -1, GRK2 inh 1 and VLA-4 inh 8.
`COc1ccccc1CNC(=O)COC(=O)c1ccc(NC(N)=O)cc1` gave procasp7 counter -8, PP5 inh -2.2, CTSL1 counter -3, HCV core dimer 1, procasp3 activ -5, GASC-1 inh 11, PP1 inh -5, GRK2 inh 0 and VLA-4 inh 7.
`COc1ccc(S(=O)(=O)Nc2ccccc2C(=O)OC2CCCN(C)C2)cc1OC` (stereo not drawn) gave procasp7 counter 16, PP5 inh 3.5, CTSL1 counter 27*, HCV core dimer 1, procasp3 activ -7, GASC-1 inh 5&-11, PP1 inh -2, GRK2 inh 0 and VLA-4 inh 6.
COc1ccc(/C=C(/NC(=O)c2ccc(Br)cc2)C(=O)N2CCOCC2)cc1 was read as procasp7 counter -6, PP5 inh 1.8, CTSL1 counter 3, HCV core dimer -20, procasp3 activ 2, GASC-1 inh 33, PP1 inh 2, GRK2 inh 0 and VLA-4 inh 9.
For COc1ccc(/C=N/NC(=O)CN(C)C(=O)OCc2ccccc2)cc1OC the results were procasp7 counter 2, PP5 inh 0.3, CTSL1 counter -1, HCV core dimer 0, procasp3 activ 8, GASC-1 inh -3, PP1 inh 1, GRK2 inh 3 and VLA-4 inh -12.
O=C(CN(Cc1ccco1)C(=O)c1ccc(F)cc1)Nc1ccccc1Br was read as procasp7 counter 7, procasp3 activ 1, GASC-1 inh -6, GRK2 inh 3 and VLA-4 inh 3.
For O=C(CCN1C(=O)c2ccccc2S1(=O)=O)N1CCN(c2ccc(F)cc2)CC1 the results were procasp7 counter 8, PP5 inh 1.2, CTSL1 counter -2, HCV core dimer -2, procasp3 activ 10, GASC-1 inh -7, PP1 inh -5, GRK2 inh 1 and VLA-4 inh 26.
`Cc1ccnc(NC(=O)CCNC(=O)c2ccccc2Cl)c1` gave procasp7 counter -1, PP5 inh -0.6, CTSL1 counter 0, HCV core dimer 1, procasp3 activ 0, GASC-1 inh 4, PP1 inh -1, GRK2 inh 3 and VLA-4 inh -2.
For COc1ccc(NC(=O)Cn2c(=O)oc3cc(S(=O)(=O)N4CCCC4)ccc32)c(OC)c1 the results were procasp7 counter 2, PP5 inh 0.1, CTSL1 counter 4, HCV core dimer 1, procasp3 activ 6, GASC-1 inh -21, PP1 inh 0, GRK2 inh 0 and VLA-4 inh -11.
COc1cccc(=O)c2c(C)oc(C)c12 was read as procasp7 counter -8, PP5 inh 1.1, CTSL1 counter -1, HCV core dimer 0, procasp3 activ -6, GASC-1 inh 9, PP1 inh 1, GRK2 inh 3 and VLA-4 inh 3.
Screening Fc1ccc2nc(Nc3nc4c(s3)CCCC4)sc2c1 returned procasp7 counter -22, PP5 inh 5.4, CTSL1 counter 1, HCV core dimer 0, procasp3 activ -11, GASC-1 inh -8, PP1 inh 0, GRK2 inh 0 and VLA-4 inh -29.
Screening O=C(OCc1nnc(-c2ccc(Cl)cc2)o1)c1ccc(=O)n(Cc2ccccc2)n1 returned procasp7 counter 2, PP5 inh -0.5, CTSL1 counter 11, HCV core dimer 11, procasp3 activ 5, GASC-1 inh 2&9, PP1 inh 1, GRK2 inh 0 and VLA-4 inh 16.
`Cc1cnc(NS(=O)(=O)c2ccc(Cl)cc2)c(Br)c1` gave procasp7 counter 0, PP5 inh 9.4, CTSL1 counter 0, HCV core dimer 1, procasp3 activ -5, GASC-1 inh 6, PP1 inh -2, GRK2 inh 2 and VLA-4 inh 5.
For NC(=O)C1CCN(C(=O)c2cc(-c3ccc(Cl)s3)nc3ccccc23)CC1 the results were procasp7 counter 4, procasp3 activ 9, GASC-1 inh 0, GRK2 inh 0 and VLA-4 inh 23.
Screening COc1ccc(/C=C(/NC(=O)c2ccco2)C(=O)N2CCCCCC2)cc1OC returned procasp7 counter 7, PP5 inh 4.8, CTSL1 counter -7, HCV core dimer -9, procasp3 activ 0, GASC-1 inh 0, PP1 inh 0, GRK2 inh 4 and VLA-4 inh -6.
CC(C)(CC(=O)O)CC(=O)N1CCN(c2cc(C(F)(F)F)nc3ccccc23)CC1 was read as procasp7 counter 4, PP5 inh 1.0, CTSL1 counter 2, HCV core dimer -4, procasp3 activ -14, GASC-1 inh -5, PP1 inh -4, GRK2 inh 1 and VLA-4 inh 8.
`Cc1ccccc1S(=O)(=O)Cc1ccc(C(=O)N2CC(C)CC(C)C2)o1` (stereo not drawn) gave procasp7 counter -11, PP5 inh 2.6, CTSL1 counter 1, HCV core dimer -2, procasp3 activ 4, GASC-1 inh -6, PP1 inh -1, GRK2 inh 2 and VLA-4 inh -35.
`Cc1c(C(=O)N2CCCCC2)c(S(=O)(=O)N(C)Cc2ccco2)c(C)n1C` gave procasp7 counter -3, PP5 inh 0.3, CTSL1 counter -1, HCV core dimer 16, procasp3 activ 4, GASC-1 inh 11, PP1 inh -4, GRK2 inh 1 and VLA-4 inh 7.
Screening COC(C)(C)[C@]12CC(O)(C(C)C)ON1[C@H]1CCCCC1N2O (stereo partly drawn) returned procasp7 counter 0, PP5 inh -1.6, CTSL1 counter 3, HCV core dimer 1, procasp3 activ 2, GASC-1 inh -1, PP1 inh 1, GRK2 inh 5 and VLA-4 inh 1.
For CN(C)S(=O)(=O)c1ccc2oc(SCC(=O)Nc3ccccc3F)nc2c1 the results were procasp7 counter 5, PP5 inh -0.4, CTSL1 counter -1, HCV core dimer 0, procasp3 activ -1, GASC-1 inh -2, PP1 inh 7, GRK2 inh 1 and VLA-4 inh 4.
Screening Cc1cccc(OCC(=O)O/N=C(\N)c2ccncc2)c1 returned procasp7 counter 0, PP5 inh 2.8, CTSL1 counter -26, HCV core dimer 2, procasp3 activ 5, GASC-1 inh -4, PP1 inh -3, GRK2 inh 2 and VLA-4 inh 14.
For CC(C)[C@H](Nc1nc(-c2ccccc2)nc2c1oc1ccccc12)C(=O)O the results were procasp7 counter -6, PP5 inh -1.4, CTSL1 counter 6, HCV core dimer 8, procasp3 activ -3, GASC-1 inh 9, PP1 inh 2, GRK2 inh 0 and VLA-4 inh -3.
For CCc1cc(C(=O)N(Cc2ccccc2)c2c(N)n(CCOC)c(=O)[nH]c2=O)sc1C the results were procasp7 counter 2, PP5 inh -1.5, CTSL1 counter -4, HCV core dimer -1, procasp3 activ 14, GASC-1 inh -10, PP1 inh -8, GRK2 inh 3 and VLA-4 inh 4.
`CCC(=NC1CC(C)(C)NC(C)(C)C1)C1=C(O)CC(C)(C)CC1=O` gave procasp7 counter 8, PP5 inh 2.2, CTSL1 counter -1, HCV core dimer -2, procasp3 activ 4, GASC-1 inh -8, PP1 inh 1, GRK2 inh 3 and VLA-4 inh 14.
CC1CCc2sc(C(=O)NNC(=S)NC3CC3)cc2C1 (stereo not drawn) was read as procasp7 counter -18, PP5 inh -6.7, CTSL1 counter 4, HCV core dimer -6, procasp3 activ -8, GASC-1 inh 32, PP1 inh -6, GRK2 inh 0 and VLA-4 inh -4.
`COc1ccc(Cl)cc1S(=O)(=O)NC(C)C(=O)NCc1ccncc1` (stereo not drawn) gave procasp7 counter -9, PP5 inh 1.1, CTSL1 counter -3, HCV core dimer -4, procasp3 activ -1, GASC-1 inh -2, PP1 inh 1, GRK2 inh 1 and VLA-4 inh 7.
`COc1ccc(CNC(=O)c2cc3c(=O)n4ccccc4nc3n(Cc3cccnc3)c2=N)cc1` gave procasp7 counter -9, PP5 inh 1.9, CTSL1 counter -9, HCV core dimer 10, procasp3 activ -9, GASC-1 inh inconclusive, PP1 inh -7, GRK2 inh 0 and VLA-4 inh 9.
O=c1[nH]n(-c2ncnc3c2cnn3-c2ccccc2)c(=O)c2ccccc12 was read as procasp7 counter 1, PP5 inh 0.2, CTSL1 counter -1, HCV core dimer 0, procasp3 activ -3, GASC-1 inh -1, PP1 inh -3, GRK2 inh 0 and VLA-4 inh 14.
For O=C(CCc1ccccc1F)N1CCN(c2ccc(C(F)(F)F)cn2)CC1 the results were procasp7 counter 1, PP5 inh 2.9, CTSL1 counter 2, HCV core dimer 8, procasp3 activ 6, GASC-1 inh -35, PP1 inh 0, GRK2 inh 1 and VLA-4 inh 3.
For O=[N+]([O-])c1cccc(S(=O)(=O)[N-]c2nc3ccccc3nc2-n2cc[n+](Cc3ccccc3)c2)c1 the results were procasp7 counter 6, PP5 inh 13*, CTSL1 counter -8, HCV core dimer 4, procasp3 activ 10, GASC-1 inh 7, PP1 inh 5, GRK2 inh 0 and VLA-4 inh 22.

Of the compounds above, these have an NH in an aromatic ring.
For CCc1cc(C(=O)N(Cc2ccccc2)c2c(N)n(CCOC)c(=O)[nH]c2=O)sc1C the results were procasp7 counter 2, PP5 inh -1.5, CTSL1 counter -4, HCV core dimer -1, procasp3 activ 14, GASC-1 inh -10, PP1 inh -8, GRK2 inh 3 and VLA-4 inh 4.
O=c1[nH]n(-c2ncnc3c2cnn3-c2ccccc2)c(=O)c2ccccc12 was read as procasp7 counter 1, PP5 inh 0.2, CTSL1 counter -1, HCV core dimer 0, procasp3 activ -3, GASC-1 inh -1, PP1 inh -3, GRK2 inh 0 and VLA-4 inh 14.

From PubChem BioAssay
